PglD inh = PglD (C. jejuni) enzyme inhibition | purified PglD enzyme, DTNB colorimetric CoA detection | inhibition, % at 12.5 µM | hit rate 0.098% among 360,000; in the data active = inhibition above about 16%, passing the limit was not always enough; note: strong numbers were not always called active
ERAP1 inh = ERAP1 (human) enzyme inhibition | Q9NZ08 | recombinant ERAP1, Leu-AMC fluorescence, 60 min | inhibition, % at 10.7 µM | hit rate 0.15% among 340,000 | AID 652197;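 active = mean replicate inhibition of at least 30%, or all replicates individually reaching that 30% level; inactive = mean below 30% and not every replicate reaching it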;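 note: 0% = neutral control wells and 100% = L-leucinethiol positive control wells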
PGC1a acetyl inh = PGC1a acetylation modulation, inhibitor mode | U2OS PGC1a acetylation, AlphaScreen anti-acetyl-lysine; with virally co-expressed GCN5 acetyltransferase | hit rate 0.17% among 350,000 | inhibition, % at 15.6 µM;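 active = every replicate shows inhibition of at least 40%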;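 note: 0% = neutral control wells and 100% = positive control wells; some results beyond the cut were filed as inactive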
E-selectin induc = induces E-selectin expression in human endothelial cells. P16581. HUVEC E-selectin immunofluorescence imaging; normalized: neutral wells 0, TNF-alpha wells 100. activation, % at 7.58 µM. hit rate 0.37% among 260,000. AID 686992;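 active = mean E-selectin-positive cell signal at least 10% of the positive control, reached in at least 60% of replicates, without over 20% cell loss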;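 note: in these data hits start at about 27%; measured in HUVEC primary endothelial cells; signal is the percent of cells scored E-selectin positive by PE staining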
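Material: HUVEC primary endothelial cells; Amount: 3,000 cells per well; Dosing: single concentration; Medium: EGM-2 growth medium on 0.1% gelatin-coated wells; Read-out basis: percent E-selectin-positive cells; Signal: immunofluorescence imaging; Control set: TNF-alpha, DMSO.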
miR-122 sensor = miR-122 inhibition in Huh7 cells; Huh7 miR-122 Renilla luciferase sensor, 48 h; neutral wells = 0, positive control = 100; activation (reporter increase), % at 12.5 µM; hit rate 0.3% among 340,000;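 active = mean replicate activation score at least 90 and every replicate individually at or above 90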;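 note: higher luciferase means less miR-122 activity so hits act as miR-122 inhibitors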
RAD54 inh = inhibitors of human RAD54 branch migration; hit rate 0.14% among 360,000; Q92698; RAD54 Holliday junction branch migration, FAM/BHQ fluorescence; inhibition, % at 10.4 µM;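 active = mean normalized replicate activity at least 40 and at least half of replicates scoring 40 or more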;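 note: 0% = median of neutral control wells and 100% = median of positive control wells; inhibitors cause a drop in the FAM fluorescence signal; in these data hits start at about 50%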
Target sequence (Q92698 whole entry, looked up): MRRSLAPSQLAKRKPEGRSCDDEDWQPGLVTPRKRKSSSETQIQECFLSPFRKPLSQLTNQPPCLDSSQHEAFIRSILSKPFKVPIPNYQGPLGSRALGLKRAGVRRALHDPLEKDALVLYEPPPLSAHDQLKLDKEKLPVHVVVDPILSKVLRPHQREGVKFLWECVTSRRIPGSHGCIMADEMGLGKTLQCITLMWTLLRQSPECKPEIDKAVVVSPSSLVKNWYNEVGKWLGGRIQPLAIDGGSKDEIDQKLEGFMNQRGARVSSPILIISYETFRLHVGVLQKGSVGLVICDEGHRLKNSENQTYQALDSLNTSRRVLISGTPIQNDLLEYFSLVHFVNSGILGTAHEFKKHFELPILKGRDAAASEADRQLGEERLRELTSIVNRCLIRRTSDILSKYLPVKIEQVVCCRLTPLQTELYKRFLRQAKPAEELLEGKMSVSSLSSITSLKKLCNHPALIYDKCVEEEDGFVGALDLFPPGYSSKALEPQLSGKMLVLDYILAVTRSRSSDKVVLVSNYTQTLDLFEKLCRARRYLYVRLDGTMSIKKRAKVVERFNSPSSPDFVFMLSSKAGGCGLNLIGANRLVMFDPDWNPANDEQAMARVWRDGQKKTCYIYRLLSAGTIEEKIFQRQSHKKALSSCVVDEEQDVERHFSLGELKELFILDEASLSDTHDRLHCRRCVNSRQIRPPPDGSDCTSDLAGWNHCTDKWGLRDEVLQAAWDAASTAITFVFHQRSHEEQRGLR
Cneo AK release = Cryptococcus neoformans lysis via adenylate kinase release. hit rate 0.2% among 360,000. lysis activity, % at 15 µM. C. neoformans lysis, adenylate kinase release luminescence, 4 h; normalised: neutral wells 0, clomiphene wells 100;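 active = mean lysis activity across replicates of at least 80%, whatever share of replicates individually reach that level; inactive = mean lysis activity below 80%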
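Assay system: C. neoformans cells. Amount: yeast cell density of 5 × 10^6 cells/mL. Technique: AK luminescence. Buffer or medium: YPD. Times: static 4 h at 37 °C with compound, 1 h detection. Dosing: single-point compound dose. Read-out: lysis from increased AK signal.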
RAD52 inh = blocks human RAD52 DNA annealing | inhibition, % at 18.7 µM | P43351 | hit rate 0.46% among 360,000 | recombinant RAD52 DNA annealing, FRET fluorescence;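 active = every replicate showing at least 50% inhibition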
Numbers without * were called inactive; . = not tested or not shown; & = joins results of further samples; [ ] = another dose, or the depositor's remark. Hits appear at their usual frequency; overall some 1.4% were active at least once.

SMILES	PglD inh	ERAP1 inh	PGC1a acetyl inh	E-selectin induc	miR-122 sensor	RAD54 inh	Cneo AK release	RAD52 inh
Oc1ccc2ccccc2c1CNc1ccccn1	-2	-2	3	0.5	0	2	-4	-12
CCOC(=O)C1CCCN(C(=O)CN(c2ccc(OC)cc2)S(=O)(=O)c2c(C)noc2C)C1 (stereo not given)	-6	.	9	.	-2	-3	0	-21
Cc1ccn(CCC(=O)N2c3ccccc3CC2C)n1 (stereo not given)	3	5	-1	.	-5	4	0	-3
C[C@H]1CN([C@@H](C)CO)C(=O)Cc2cc(NS(=O)(=O)c3ccc(Cl)cc3)ccc2O[C@H]1CN(C)Cc1ccc(C(=O)O)cc1	.	-1	7	-0.1	-4[16.7 µM]	.	.	-3
NS(=O)(=O)c1ccc(S(=O)(=O)N(CCc2ccccc2)Cc2ccccn2)cc1	5	-1	15	0.1	3	-8	-1	-5
COc1ccc(-n2nc(C(=O)NCC(=O)N3CCN(C)CC3)c3ccccc3c2=O)cc1OC	-6	.	11	.	.	4	3	.
Cn1c(=O)cc(OCC(=O)NCCCN2CCN(c3ccccc3F)CC2)c2ccccc21	7	.	1	.	-6	5	3	.
Cc1cc(C(=O)NC(C)C2CC2)c(Cl)cc1Cl (stereo not given)	-5	0	-16	-0.3	0	-1	7	-10
N/C(=N\OC(=O)c1ccc2ccccc2c1)c1ccncc1	1	0	.	.	.	-10	0	-7
CO[C@@H]1CN(C)C(=O)c2cc(NC(=O)Nc3ccccc3F)ccc2OC[C@@H](C)N(C)C[C@@H]1C	1	3	1	-0.1	-7[16.7 µM]	10	-2	-15
O=C(c1cnc2ccccn2c1=O)N1CCCc2ccccc21	4	.	-7	.	-5	3	1	.
CC(=O)Oc1ccc(/C=C(\NC(=O)c2ccco2)C(=O)Nc2ccc(C(C)=O)cc2)cc1	-1	-1	.	.	.	-5	1	-17
C[C@@H]1CCCCO[C@H](CN(C)Cc2ccccc2)[C@H](C)CN([C@H](C)CO)C(=O)c2cc(NC(=O)Nc3cccc4ccccc34)ccc2O1	2	1	-9	.	-13[16.7 µM]	-1	-4	2
CN(C)Cc1c(C(=O)N/N=C/CCc2ccccc2)nnn1-c1nonc1N	-13	-2	.	0.1	-9	9	0	14
COC(=O)c1ccc(CNC(=O)C2CCC(=O)N(CCc3ccccc3)C2)cc1 (stereo not given)	-1	0	.	0.3	.	-2	5	-66
COc1ccc(CN(C)C[C@@H]2Oc3ccc(NC(=O)Nc4ccc5c(c4)OCO5)cc3C(=O)N([C@@H](C)CO)C[C@@H]2C)cc1	4	-1	-7	-0.1	-3[16.7 µM]	9	4	-8
COC(=O)C[C@@H]1C=C[C@H](NS(=O)(=O)c2ccccc2F)[C@@H](CO)O1	-2	0	-4	-0.1	4[16.7 µM]	-6	-3	15
COc1ccc(NC(=O)CSC2=NN3CCCC(=O)N=C3S2)c(OC)c1	-4	-2	-3	0.3	10	-1	0	-7
NCC(c1ccccc1)c1c[nH]c2ccccc12 (stereo not given)	-2	0	0	0.3	4	-9	0	-1
O=C(NCc1ccccc1)C(c1cccnc1)N(Cc1ccco1)C(=O)c1ccccn1 (stereo not given)	-1	.	4	.	-1	-3	0	.
CCC(C)NC(=O)CCn1c(=O)c2cccn2c2ccc(F)cc21 (stereo not given)	3	0	12	0.0	-6	11	2	0
CCc1nc2ccc(C(=O)N3CCN(c4cccc(C(F)(F)F)c4)CC3)cc2nc1CC	1	-2	-4	0.8	-4	6	0	-3
CCOc1ccc2nc(SCC(=O)NC(=O)NCc3ccco3)[nH]c2c1	-6	.	5	.	0	-4	1	.
COc1ccc(C(CNC(=O)c2oc3ccccc3c2C)N2CCCC2)cc1 (stereo not given)	0	1	15	0.5	-1	4	-2	-54
COc1ccccc1N1CCN(/N=C/c2cccc(OC)c2OC)CC1	2	-2	3	0.4	-2	4	2	-10
CC(OC(=O)c1cccc(NS(C)(=O)=O)c1)C(=O)Nc1ccc(N2CCOCC2)cc1 (stereo not given)	-1	.	-3	.	-3	-1	-2	.
CCn1cc(CN2CCCC(C(=O)Nc3ccc(-c4cscn4)cc3)C2)cn1 (stereo not given)	0	-10	5	0.2	4	-8	1	-19
CCOc1ccc(NC(=O)C/C(N)=N/O)cc1	2	.	-7	.	-4	6	0	.
COCC(=O)Nc1ccc2c(c1)C(=O)N(C)[C@H]1CC[C@H](CC(=O)NCc3cccc(F)c3)O[C@@H]1CO2	.	0	5	0.0	.	.	.	-15
COc1ccc(OCCOCCN2CCc3ccccc3C2)cc1	0	.	-3	.	1	1	0	.
CCc1ccc(OC(=O)c2cccnc2)cc1	1	0	1	0.0	-7	-6	-2	-5
C=C[C@H](OC)[C@@H](OC(=O)Nc1ccc(SC)cc1)c1ccc(OCCO)cc1	-2	-7	.	.	.	3	-1	11
COc1ccc(C(N)c2csc(NC(=O)Nc3ccccc3C(C)(C)C)n2)cc1 (stereo not given)	-9	-2	1	-0.1	-5	-9	0	-27
Cc1cccc(CN(C)C[C@@H]2OCc3cn(nn3)CCCC(=O)N([C@@H](C)CO)C[C@H]2C)c1	-2	.	-1	0.3	3[16.7 µM]	8	-1	-7
COc1ccc(NC(=O)N(C)C[C@@H]2OCCCC[C@@H](C)Oc3ccc(N(C)C)cc3C(=O)N([C@@H](C)CO)C[C@H]2C)cc1	4	0	9	-0.2	-9[16.7 µM]	-1	0	3
COc1ccc(CNc2ncc(-c3ccccc3)n2C)cc1	3	-4	-4	4.3	-7	12	0	4
COc1ccc(Oc2cn[nH]c2-c2ccc(OC)cc2O)cc1	-5	3	-3	0.0	.	3	-1	-1
Cc1noc(C)c1S(=O)(=O)Nc1ccc2c(c1)C(=O)N([C@H](C)CO)C[C@@H](C)[C@H](CN(C)C(=O)NC1CCCCC1)O2	3	3	4	0.1	-28[16.7 µM]	-1	-6	7
CCOC(=O)c1oc2ccccc2c1NC(=O)c1ccco1	2	-1	.	-1.2	-4	11	4	-10
CN(C)CCC(c1ccc(Cl)cc1)c1ccccn1 (stereo not given)	0&10	-1&-3	.	0.1&0.2	4&-1	-13&-5	0&0	-6&-1
COCC#Cc1cnc2c(c1)C(=O)N([C@H](C)CO)C[C@@H](C)[C@H](CN(C)C(=O)Nc1ccc(OC)cc1)O2	11	2	13	0.0	-4[16.7 µM]	2	1	-1
CCOc1ncccc1C(=O)OCc1c(F)cccc1Cl	-6	-1	.	0.2	3	-3	2	-37
N#C[C@@H]1[C@@H](c2ccc(C#CCC3CCCC3)cc2)[C@H](CO)N1C(=O)CN1CCOCC1	-2	-2	-2	0.0	.	3	0	-9
Cc1ccc(S(=O)(=O)N(C)C[C@@H]2Oc3ccc(NC(=O)NC(C)C)cc3CC(=O)N([C@H](C)CO)C[C@@H]2C)cc1	2	1	6	0.2	16[16.7 µM]	19	-1	-5
Cc1ccc(S(=O)(=O)N(C)C[C@@H]2OCCCC[C@H](C)Oc3ccc(NC(=O)Nc4ccccc4)cc3C(=O)N([C@H](C)CO)C[C@@H]2C)cc1	-4	3	-26	.	2[16.7 µM]	7	1	-43
CCOC(=O)C1CCN(C(=O)CN(c2ccc(Oc3ccccc3)cc2)S(C)(=O)=O)CC1	0	10	.	.	-3	-1	-1	10
CN(C(=O)COC(=O)Cc1c(Cl)cccc1Cl)C1CCS(=O)(=O)C1 (stereo not given)	5	1	0	.	4	0	2	-13
O=C(O)CN(c1ccccn1)S(=O)(=O)c1ccc(Cl)cc1	10	.	15	.	6	3	-1	.
Nc1cccnc1-n1nc(C(F)(F)F)cc1C(F)(F)F	1	0	4	0.7	-5	-5	0	-15
COc1ccc(Br)c2oc(SC)cc(=O)c12	-2	.	.	-0.1	.	4	-2	-1
COc1ccc(C2c3[nH]c4ccccc4c3C[C@H]3C(=O)N(c4ccccc4C(=O)N4CCC[C@H]4C(=O)O)C(=O)N23)cc1 (stereo not given in full)	-4	8	-1	.	11	9	-1	-22
Cc1ccc(O)c(CNc2nc3ccccc3n2C(C)C)c1	10	0	-9	.	5	-18	0	-10
COc1ccccc1NS(=O)(=O)c1ccc(Cl)c(NC(=O)C(C)N2C(=O)c3ccccc3C2=O)c1 (stereo not given)	-6	.	2	.	-3	12	-1	.
COC(=O)c1cn(C(=O)c2cc(OC)c(OC)c(OC)c2)c2ccccc12	-4	1	-3	0.0	-4	3	-1	-4
CCCN1C[C@@H](C)[C@H](OC)CN(C)C(=O)c2ccc(NC(=O)c3cccc(F)c3)cc2OC[C@H]1C	0	2	-7	-0.4	.	3	1	-22
COC(=O)CCCC(=O)N1CCCC(CCC(=O)NCc2ccc(F)c(F)c2)C1 (stereo not given)	.	1	-4	-0.1	3	.	.	-5
CC(=O)N1CCc2[nH]c3ccccc3c2C1	-3	.	.	.	5	-2	0	.
CCC1CN(C(=O)N2CCC(C(=O)Nc3ccccc3OC)CC2)c2ccccc2O1 (stereo not given)	-6	0	9	1.2	4	-9	0	-6
Cc1cc2c(ncn2C(C)C)c(NS(=O)(=O)c2ccc(F)cc2)c1C	.	0	-1	-0.1	.	.	.	-8
